Compound activity deposited in PubChem by National Center for Advancing Translational Sciences (NCATS).
Pin1 inh: qHTS Assay to Find Inhibitors of Pin1; Peptidyl-prolyl cis-trans isomerase NIMA-interacting 1 (Homo sapiens), Q13526; Pin1 FP peptide displacement, HiFluor488, 10 min; Potency, µM (highest dose often 115 µM), for inactives: at the highest dose activity, negative = inhibition, most hits filed as inhibitors; 390,000 tested, 0.009% active; AID 504891, 2011; active = well fitted inhibition curve with a large enough effect in the polarisation, with a control signal flat, not every such curve was filed as active; inconclusive = small, poorly fitted or top-dose-only effect, or effect the other way, or a change in a side signal; inactive = no such curve, though single readings can be large or run the other way; the % refers to the polarisation; note: potency is the fitted concentration of half-maximal effect
Target sequence (Q13526 whole entry, looked up): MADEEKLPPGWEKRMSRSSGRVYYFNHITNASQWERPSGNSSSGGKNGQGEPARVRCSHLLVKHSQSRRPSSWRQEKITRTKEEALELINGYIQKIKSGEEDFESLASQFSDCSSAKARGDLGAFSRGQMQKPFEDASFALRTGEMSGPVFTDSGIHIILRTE
GLS inh: qHTS for Inhibitors of Glutaminase (GLS). 410,000 tested, 0.21% active. GLS enzymatic activity, qHTS titration. Potency, µM (highest dose often 45.5 µM), inactives show at the highest dose activity change, negative = inhibition, hits mostly inhibitors. Glutaminase kidney isoform, mitochondrial (Homo sapiens), O94925; note: potency is the fitted concentration of half-maximal effect
Target sequence (O94925 whole entry, looked up, canonical isoform): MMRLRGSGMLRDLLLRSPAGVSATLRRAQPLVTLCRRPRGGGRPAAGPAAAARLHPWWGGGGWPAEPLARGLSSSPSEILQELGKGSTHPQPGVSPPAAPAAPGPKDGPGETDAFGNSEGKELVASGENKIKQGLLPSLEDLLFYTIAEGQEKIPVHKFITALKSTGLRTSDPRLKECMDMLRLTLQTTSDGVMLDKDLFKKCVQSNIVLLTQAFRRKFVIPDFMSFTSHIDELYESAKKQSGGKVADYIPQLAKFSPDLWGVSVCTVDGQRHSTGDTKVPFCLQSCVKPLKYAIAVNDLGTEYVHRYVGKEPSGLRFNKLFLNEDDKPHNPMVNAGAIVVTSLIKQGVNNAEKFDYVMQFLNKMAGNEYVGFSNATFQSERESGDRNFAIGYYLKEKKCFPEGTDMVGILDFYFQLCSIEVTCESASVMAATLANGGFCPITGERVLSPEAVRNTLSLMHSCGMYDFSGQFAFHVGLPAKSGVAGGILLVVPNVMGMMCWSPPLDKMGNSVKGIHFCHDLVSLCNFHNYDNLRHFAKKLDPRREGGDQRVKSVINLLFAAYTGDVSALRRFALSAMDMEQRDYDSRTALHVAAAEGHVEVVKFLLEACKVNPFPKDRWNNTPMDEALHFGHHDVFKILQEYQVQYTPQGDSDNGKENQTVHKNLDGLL
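hKGA; 45 mM KH2PO4 pH 8.2 + 0.02% Tween-20; cpd via pin tool; 1 mM Gln soln; GluOx/HRP/Amplex Red; RT 30 min; fluor. t0 & final.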
rTrxR1 inhibitor: qHTS Assay for Inhibitors of Mammalian Selenoprotein Thioredoxin Reductase 1 (TrxR1): qHTS. Thioredoxin reductase 1, cytoplasmic (Rattus norvegicus), O89049. 390,000 tested, 1% active. recombinant rTrxR1, NADPH fluorescence consumption, selenite substrate. Potency, µM (highest dose often 114 µM), for the others: at the highest dose activity change, negative = inhibition, hits mostly inhibitors. AID 588453, 2011; note: potency is the fitted concentration of half-maximal effect; nearly all actives have a fitted effect of over 65% in size
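Rat TrxR1 (90 nM in the dispensed reagent) was pre-reduced with 400 uM NADPH for 5 min at room temperature, then incubated with compound for 15 min. After 400 uM selenite was added, NADPH fluorescence (Ex 340/Em 450 nm) was followed for 8 min.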
TrxR1 substrate: qHTS Assay for Substrates of Mammalian Selenoprotein Thioredoxin Reductase 1 (TrxR1): qHTS; Thioredoxin reductase 1, cytoplasmic (Rattus norvegicus), O89049; purified TrxR1 substrate turnover, NADPH consumption readout; Potency, µM (titrated, usually from 114 µM), inactives show at the top dose activity change, negative = substrate turnover; 390,000 tested, 0.01% active; AID 588456, 2011; note: potency is the fitted concentration of half-maximal effect; nearly all actives have a fitted effect of over 50% in size
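Rat TrxR1, dispensed at 90 nM, was prereduced with 400 uM NADPH (final) for 5 min at ~22 deg C, then incubated with compound 15 min before 400 uM selenite. A first-read NADPH fluorescence drop versus no-compound background flagged substrates.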
PI4K2A block: qHTS for small molecular inhibitors of PI4K2A; Phosphatidylinositol 4-kinase type 2-alpha (Homo sapiens), Q9BTU6; purified PI4K2A, ADP-Glo luminescence, 1 h; hits give low values; activity change, negative = inhibition, % at 76.9 µM; 420,000 tested, 0.13% active; AID 1346378, 2018; in the data active = activity change below about -50%; inconclusive = mostly about -30% to -49%;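 note: -100% = wells without enzyme as full effect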
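ADP-Glo luminescence measured ADP generated by PI4K2A enzyme (4 ug/mL before mixing) with 1.2 mM PI substrate (pre-mix) and 300 microM ATP (pre-mix). Tris pH7.5 buffer with MgCl2, Triton X-100; 1 h reaction at ambient temperature.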
The depositor's hits bear a star; i = inactive; ? = inconclusive; . = not tested or not shown; [ ] = remark or other dose. Unless noted, calls come from the whole dose curve; as a rule, active = well fitted curve in the direction sought with a large enough effect; inconclusive = small, poorly fitted or top-dose-only effect, or another doubt; inactive = no such curve, though single readings can be large; an effect the other way counts as inactive or inconclusive. Unless noted, % is set by controls: 0 for no effect and ±100 for the full control effect. Not all compounds are listed; count on the stated rates, not on these rows.

cpd	SMILES	Pin1 inh	GLS inh	rTrxR1 inhibitor	TrxR1 substrate	PI4K2A block
1	C[n+]1cc(P(=S)(c2ccccc2)c2ccccc2)n2ccccc21	-3%	.	.	.	.
2	C[C@]12CC[C@@H](O)CC1CCC1C2CC[C@]2(C)C(=O)CC[C@@H]12 (stereo partly drawn)	.	.	?	.	.
3	CN[C@H](CC(C)C)C(=O)N[C@H]1C(=O)N[C@@H](CC(N)=O)C(=O)N[C@H]2C(=O)N[C@H]3C(=O)N[C@H](C(=O)N[C@H](C(=O)O)c4cc(O)cc(O)c4-c4cc3ccc4O)[C@H](O)c3ccc(c(Cl)c3)Oc3cc2cc(c3O[C@@H]2O[C@H](CO)[C@@H](O)[C@H](O)[C@H]2O[C@H]2C[C@](C)(N)[C@H](O)[C@H](C)O2)Oc2ccc(cc2Cl)[C@H]1O	.	.	?	.	.
4	CC(C)[C@@]1(NC(=O)[C@@H]2C[C@@H]3c4cccc5[nH]cc(c45)C[C@H]3N(C)C2)O[C@@]2(O)C3CCCN3C(=O)[C@H](Cc3ccccc3)N2C1=O (stereo partly drawn)	.	.	?	.	.
5	C/C=C(/C)C(=O)O[C@H]1C(C)=C2C([C@@H]1OC(=O)CCCCCCC)[C@@](C)(OC(C)=O)C[C@@H](OC(=O)CCC)[C@@]1(O)[C@H]2OC(=O)[C@@]1(C)O (stereo partly drawn)	.	.	?	.	.
6	CC(=O)OCC1=C(C(=O)[O-])N2C(=O)[C@@H](NC(=O)CCC[C@@H](N)C(=O)[O-])[C@H]2SC1.[Zn+2]	.	.	-7%	.	.
7	C[C@]12C=CC(=O)C=C1CCC1C2=CC[C@]2(C)[C@@H](C(=O)CN3CCN(c4cc(N5CCCC5)nc(N5CCCC5)n4)CC3)CC[C@@H]12 (stereo partly drawn)	.	.	?	.	.
8	CCCN(CCC)[C@@H]1CCc2c(F)ccc(O)c2C1	.	.	8%	.	.
9	O=C(NC(=O)c1c(F)cccc1F)Nc1ccc(Cl)c(Oc2ncc(C(F)(F)F)cc2Cl)c1	.	-9%	.	.	.
10	C[C@H](N)Cc1ccccc1	.	5%	.	.	.
11	CC(C)[C@@]1(NC(=O)[C@H]2CC3c4cccc5[nH]cc(c45)C[C@H]3N(C)C2)O[C@@]2(O)C3CCCN3C(=O)[C@@H](Cc3ccccc3)N2C1=O (stereo partly drawn)	.	26%	.	.	.
12	CCCCCCCCCC[N+](C)(C)CCCCCCCCCC	.	?	.	.	.
13	CCC(=O)OC1[C@@H](N2CCCCC2)C[C@H]2[C@@H]3CC[C@H]4C[C@H](OC(C)=O)[C@@H](N5CCCCC5)C[C@]4(C)[C@H]3CC[C@]12C (stereo partly drawn)	.	0%	.	.	.
14	C[C@@H]1[C@H](O)[C@@H](C)C=CC=CCCC=CC=CC=CC=C[C@H](O[C@H]2O[C@@H](C)[C@H](O)[C@@H](N)[C@@H]2O)CC2O[C@](O)(C[C@@H](O)[C@H](O)CC[C@@H](O)C[C@@H](O)C[C@@H](O)CC(=O)O[C@H]1C)C[C@H](O)[C@H]2C(=O)O	.	46%	.	.	.
15	CN1c2ccccc2C(NCCCCCCC(=O)O)c2ccc(Cl)cc2S1(=O)=O (stereo not drawn)	.	4%	.	.	.
16	COC(=O)C(c1ccccc1)C1CCCCN1 (stereo not drawn)	.	-15%	.	.	.
17	CCC1C(C)=NN=C(c2ccc(OC)c(OC)c2)c2cc(OC)c(OC)cc21 (stereo not drawn)	.	4%	.	.	.
18	CCN(CC)/[N+]([O-])=N/O	.	-2%	.	.	.
19	Cc1ccc2c(c1)[C@@H]1CN(C)CC[C@H]1N2	.	43%[activator]	.	.	.
20	CCOP(=S)(OCC)SCSc1ccc(Cl)cc1	.	72%[activator]	.	.	.
21	C[N+]1(C)[C@@H]2CC(OC(=O)[C@@H](CO)c3ccccc3)C[C@@H]1[C@H]1O[C@H]12 (stereo partly drawn)	.	-16%	.	.	.
22	CN1C[C@H](C(=O)N[C@]2(C)O[C@@]3(O)[C@@H]4CCCN4C(=O)[C@H](Cc4ccccc4)N3C2=O)C=C2c3cccc4[nH]cc(c34)C[C@H]21	.	18%	.	.	.
23	O[C@H]1[C@H]2[C@H](O)CCCN2C[C@H]1O	.	1%	.	.	.
24	COc1ccc2c3c1OC1C(O)C=CC4[C@@H](C2)NCC[C@]314 (stereo partly drawn)	.	0%[99.4 µM]	.	.	.
25	CC(=O)OCC1=C(C(=O)O)N2C(=O)[C@@H](N)[C@@H]2SC1	.	-27%[20 µM]	.	.	.

The last 5 records of the part above open the next one:
cpd	SMILES	Pin1 inh	GLS inh	rTrxR1 inhibitor	TrxR1 substrate	PI4K2A block
21	C[N+]1(C)[C@@H]2CC(OC(=O)[C@@H](CO)c3ccccc3)C[C@@H]1[C@H]1O[C@H]12 (stereo partly drawn)	.	-16%	.	.	.
22	CN1C[C@H](C(=O)N[C@]2(C)O[C@@]3(O)[C@@H]4CCCN4C(=O)[C@H](Cc4ccccc4)N3C2=O)C=C2c3cccc4[nH]cc(c34)C[C@H]21	.	18%	.	.	.
23	O[C@H]1[C@H]2[C@H](O)CCCN2C[C@H]1O	.	1%	.	.	.
24	COc1ccc2c3c1OC1C(O)C=CC4[C@@H](C2)NCC[C@]314 (stereo partly drawn)	.	0%[99.4 µM]	.	.	.
25	CC(=O)OCC1=C(C(=O)O)N2C(=O)[C@@H](N)[C@@H]2SC1	.	-27%[20 µM]	.	.	.
26	N#CN	.	-5%	.	.	.
27	Clc1ccc(CC[C@H](Cn2ccnc2)Sc2c(Cl)cccc2Cl)cc1	.	-6%[20 µM]	.	.	.
28	CC12CCC(=O)CC1CCC1C2CCC2(C)C1CCC2(C)O (stereo not drawn)	.	0%	.	.	.
29	CNC(C)C(O)c1ccc(O)cc1 (stereo not drawn)	.	51%[activator]	.	.	.
30	Clc1ccc2c(c1)C(c1ccccc1)=NCc1nncn1-2	.	17%	.	.	.
31	c1cc2c(c(NC3=NCCN3)c1)CCCC2	.	-8%	.	.	.
32	F/C(COc1ccc2c(c1)[nH]c1ccccc12)=C1/CN2CCC1CC2	.	-3%	.	.	.
33	CN(C)[C@H]1C(=O)C(C(N)=O)=C(O)[C@]2(O)C(=O)C3=C(O)c4c(O)cccc4[C@@](C)(O)[C@H]3C[C@@H]12	.	-22%[20 µM]	.	.	.
34	C[C@@H]1CC[C@H]2[C@@H](C)C(=O)O[C@@H]3OC4(C)CC[C@@H]1C32OO4 (stereo partly drawn)	.	6%	.	.	.
35	CC[C@]1(c2cccc(O)c2)CCCCN(C)C1	.	38%[activator][20 µM]	.	.	.
36	O=c1ccc2cc(O[C@H]3O[C@@H](CO)[C@@H](O)[C@@H](O)[C@@H]3O)c(O)cc2o1	.	27%[20 µM]	.	.	.
37	O=[As]O[As]=O (stereo not drawn)	.	-5%	.	.	.
38	CNC(C)[C@@H](O)c1ccccc1 (stereo partly drawn)	.	-3%	.	.	.
39	C[C@H](N)[C@@H](O)c1ccccc1	.	4%[20 µM]	.	.	.
40	Nc1nc(/C(=C/CC(=O)O)C(=O)NC2C(=O)N3C(C(=O)O)=CCSC23)cs1 (stereo not drawn)	.	25µM*	.	.	.
41	Clc1ccc(Cl)cc1	.	-8%	.	.	.
42	C[C@H]1[C@@H]2Cc3ccc(O)cc3[C@]1(C)CCN2CCc1ccccc1	.	54%[activator][99.4 µM]	.	.	.
43	CC(C)(C)c1cc(O)ccc1O	.	?	.	.	.
44	O=C(O)CCCO	.	-12%[99.4 µM]	.	.	.
45	CC1(O)CCC2C3CCC4=CC(=O)CCC4(C)C3(F)C(O)CC21C (stereo not drawn)	.	11%	.	.	.
46	Oc1cccc[c]1[Hg][Cl]	.	-111%	.	.	.
47	O=C(CS(=O)C(c1ccccc1)c1ccccc1)NO (stereo not drawn)	.	28%	.	.	.
48	Clc1ccccc1Cl	.	-11%	.	.	.
49	C[C@]12CCC3C(CCC4=CC(=O)CC[C@@H]43)C1CCC2O (stereo partly drawn)	.	-14%	.	.	.
50	CCC(C(=O)O)C1CCC(C)C(C(C)C(O)C(C)C(=O)C(CC)C2OC3(C=CC(O)[C@@]4(CC[C@](C)(C5CC[C@@](O)(CC)C(C)O5)O4)O3)C(C)CC2C)O1 (stereo partly drawn)	.	?	.	.	.
51	CC1(C)[C@@H](C=C(Cl)Cl)[C@@H]1C(=O)OCc1c(F)c(F)cc(F)c1F	.	12%	.	.	.
52	CCCCCl	.	-14%	.	.	.
53	COc1ccc(C(=O)CN2CCOCC2)cc1	.	.	10%	-2%	.
54	C=C1C=C(C(F)F)n2ncc(C(=O)NCc3ccccc3F)c2N1	.	.	?	-2%	.
55	O=C(Nc1cc[c]([Sb](=[O])([OH])[OH])cc1)c1ccccc1	.	.	?	-4%	.
56	O=C(CN1CCOCC1)c1ccc2ccccc2c1	.	.	?	-2%	.
57	ClCCN(CCCl)/C(=C\c1ccccc1)c1ccnc2ccccc12	.	.	?	-24%	.
58	N#CC(C#N)=Cc1cc(O)c(O)c(O)c1	.	58%[activator]	?	.	.
59	CCN(CC)C(=O)N[C@@H]1C[C@@H]2c3cccc4[nH]cc(c34)C[C@H]2N(C)C1	.	11%	?	.	.
60	CC(C)C[C@H]1C(=O)N2CCCC2[C@]2(O)O[C@](NC(=O)[C@@H]3C=C4c5cccc6[nH]c(Br)c(c56)C[C@H]4N(C)C3)(C(C)C)C(=O)N12 (stereo partly drawn)	.	?	?	.	.
61	CN1C2CCC1CC(OC(c1ccccc1)c1ccc(Cl)cc1)C2 (stereo not drawn)	.	-27%	?	.	.
62	C=CCN1CC[C@]23CCCC[C@H]2[C@H]1Cc1ccc(O)cc13	.	.	.	.	1
63	COc1cc(CC#N)cc(OC)c1OC	.	.	.	.	0
64	CC(NC(=O)OCc1ccccc1)[P+](=O)O (stereo not drawn)	.	.	.	.	0
65	CCC(=O)C(CC(C)N(C)C)(c1ccccc1)c1ccccc1 (stereo not drawn)	.	.	.	.	i
66	O=C(NC1CN2CCC1CC2)c1cc(-c2ccc(Cl)cc2)nc2ccccc12 (stereo not drawn)	.	.	.	.	-2
67	c1ccc(Cn2nnnc2C2CN=C(c3ccccc3)c3ccccc3N2)cc1 (stereo not drawn)	.	.	.	.	2
68	C[C@@H]1CC2=CC(=O)CC[C@@H]2[C@H]2CC[C@@]3(C)[C@@H](CC[C@]3(C)O)[C@@H]21	.	.	.	.	2
69	CN1CC[C@]23c4c5ccc(O)c4O[C@H]2[C@@H](O)C=C[C@H]3[C@H]1C5	.	.	.	.	i
70	CC[C@H]1c2ccccc2[C@@H]2CC[C@H]1N2c1ccccc1	.	.	.	.	3
71	CC1COC2(c3ccccc3Cl)c3cc(Cl)ccc3NC(=O)CN12 (stereo not drawn)	.	.	.	.	1
72	COP(=O)(C(=O)Nc1ccccc1)C(CC(C)C)NC(=O)OCc1ccccc1 (stereo not drawn)	.	.	.	.	-4
73	COc1ccc2c3c([nH]c2c1)[C@H](C=C(C)C)N1C(=O)[C@@H]2CCCN2C(=O)[C@@H]1C3	.	.	.	.	2
